Compound activity: PubChem BioAssay, several laboratories
OX1R antag-1 – antagonists of human orexin 1 receptor (OX1R); 330,000 tested, 1.8% active; OX1R-expressing cells, FRET antagonist read-out; inhibition, % at 6.6 µM; AID 485270; in the data active means inhibition mostly above about 38%, no sharp cut-off; inactive means mostly below about 40%;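 further: 0% = agonist challenge alone and 100% = reference antagonist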
Target sequence (O43613 whole entry, looked up): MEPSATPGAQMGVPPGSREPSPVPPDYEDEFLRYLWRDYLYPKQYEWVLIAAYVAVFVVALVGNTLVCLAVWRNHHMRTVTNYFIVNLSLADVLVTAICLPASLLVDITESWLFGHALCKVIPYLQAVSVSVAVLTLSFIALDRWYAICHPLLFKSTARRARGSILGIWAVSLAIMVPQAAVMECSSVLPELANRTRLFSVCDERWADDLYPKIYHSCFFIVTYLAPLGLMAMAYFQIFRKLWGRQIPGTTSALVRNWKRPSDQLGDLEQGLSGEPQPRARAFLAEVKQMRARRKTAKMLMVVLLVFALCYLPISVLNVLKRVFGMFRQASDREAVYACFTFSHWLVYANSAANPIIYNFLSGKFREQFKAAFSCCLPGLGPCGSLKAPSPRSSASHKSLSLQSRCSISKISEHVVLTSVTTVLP
OX1R antag-2 – antagonists of human orexin 1 receptor; AID 434989; 330,000 tested, 0.43% active; CHO/OX1R cells, Fluo-8 calcium fluorescence, orexin A; inhibition, % at 5 µM;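 active means inhibition above its plate's threshold, mean inhibition of all tested compounds on the plate plus 3 SD, cut at about 37% in these data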;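 further: 0% = orexin A challenge wells and 100% = SB-334867-A antagonist wells; not every result past the cut was called active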
STK33 inh – inhibitors of human STK33 kinase; Q9BYT3; purified STK33, MBP phosphorylation, ADP-Glo luminescence; inhibition, % at 10 µM; 320,000 tested, 0.073% active; AID 2661;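 active means inhibition at or above 25%, using the most active replicate where run in duplicate; inactive means inhibition below 25%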
Target sequence (Q9BYT3 whole entry, looked up): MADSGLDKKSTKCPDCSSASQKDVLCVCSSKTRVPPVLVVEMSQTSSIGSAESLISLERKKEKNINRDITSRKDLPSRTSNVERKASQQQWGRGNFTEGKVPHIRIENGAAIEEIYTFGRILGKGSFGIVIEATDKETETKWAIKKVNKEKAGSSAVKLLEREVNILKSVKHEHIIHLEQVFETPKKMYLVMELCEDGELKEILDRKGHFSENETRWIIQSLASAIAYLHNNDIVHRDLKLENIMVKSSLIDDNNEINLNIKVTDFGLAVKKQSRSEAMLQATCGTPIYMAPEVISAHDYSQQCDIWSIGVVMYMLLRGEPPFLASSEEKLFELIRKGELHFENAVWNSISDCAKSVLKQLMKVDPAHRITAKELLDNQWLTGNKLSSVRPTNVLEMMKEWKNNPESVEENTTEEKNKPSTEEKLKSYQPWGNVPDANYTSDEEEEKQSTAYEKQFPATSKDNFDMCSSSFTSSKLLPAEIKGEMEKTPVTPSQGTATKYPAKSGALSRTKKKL
Active calls of the source: *; & = joins results of further samples.

How did CC(=O)Nc1sc2c(c1C#N)CCCCC2 do in these assays?
OX1R antag-1: 9; OX1R antag-2: -15; STK33 inh: -0.1

What do the screens show for `Clc1c(CSc2nc3ccccc3o2)nc2sccn12`?
OX1R antag-1: 30; OX1R antag-2: -22; STK33 inh: -0.4

How did Cc1ccc(OCCNC(=O)/C=C/c2ccc([N+](=O)[O-])cc2)cc1C do in these assays?
OX1R antag-1: 4; OX1R antag-2: -12; STK33 inh: -0.8

Results for CSc1nc(Cc2ccc(Cl)cc2)nc2ccccc12 ?
OX1R antag-1: 8; OX1R antag-2: -39; STK33 inh: -0.7

Results for COc1ccc(CNC(=O)CCCn2nc(C)n3c(cc4sccc43)c2=O)cc1 ?
OX1R antag-1: 11; OX1R antag-2: -42; STK33 inh: -1.4

What do the screens show for `Cc1nc(NC(=O)COc2ccccc2)sc1C(=O)Nc1cccc(Cl)c1`?
OX1R antag-1: 2; OX1R antag-2: -27; STK33 inh: -0.8

How did COc1ccccc1/C=C/C(=O)OCCCN(C)C do in these assays?
OX1R antag-1: 11; OX1R antag-2: -14; STK33 inh: -2.3

Results for NC(=O)CCC(NC(=S)Nc1ccccc1)C(=O)O (stereo not given) ?
OX1R antag-1: 5; OX1R antag-2: 10; STK33 inh: -1.0

What do the screens show for `O=C(CN1C(=O)NC(c2ccccc2)(c2ccccc2)C1=O)NCc1ccc(F)cc1`?
OX1R antag-1: 41*; OX1R antag-2: 21; STK33 inh: -1.0

How did COc1ccc(Cc2cnc(N)s2)cc1 do in these assays?
OX1R antag-1: 17; OX1R antag-2: -14; STK33 inh: -0.8

What do the screens show for `COc1cc(/C=N/NC(N)=O)cc(Br)c1OCc1ccc(C)cc1`?
OX1R antag-1: 2; OX1R antag-2: -9; STK33 inh: -0.2

Results for Cc1ccc(/C=N/NC(=O)Cc2ccc(O)cc2)s1 ?
OX1R antag-1: 7; OX1R antag-2: -11; STK33 inh: 0.0

How did COc1cccc(C(=O)NC(=S)Nc2nnn(C)n2)c1 do in these assays?
OX1R antag-1: 18; OX1R antag-2: -8; STK33 inh: -0.5

Results for Cc1ccccc1OCC(=O)Nc1nnc(COc2ccccc2)s1 ?
OX1R antag-1: -5; OX1R antag-2: -7; STK33 inh: -0.9

What do the screens show for `COc1ccccc1Nc1nc(C)cs1`?
OX1R antag-1: 25&15; OX1R antag-2: -29&-25; STK33 inh: -1.0&0.2

What do the screens show for `CC(C)N(Cc1nc(-c2ccccc2)no1)C(=O)c1ccc(Cl)cc1`?
OX1R antag-1: 23; OX1R antag-2: -11; STK33 inh: -0.6

How did O=C(Nc1ccccc1)Nc1ccc(Cl)c(S(=O)(=O)N2CCOCC2)c1 do in these assays?
OX1R antag-1: 14; OX1R antag-2: -9; STK33 inh: -0.6

What do the screens show for `COC(=O)CSCC(=O)Nc1cc2c(cc1C(C)=O)OCO2`?
OX1R antag-1: 36; OX1R antag-2: -19; STK33 inh: 3.1

Results for Cc1ccc(S(=O)(=O)N2[C@@H](c3ccccc3)C(C(=O)O)=CC[C@H]2c2cccc(C)c2)cc1 ?
OX1R antag-1: 37; OX1R antag-2: -6; STK33 inh: -1.5

How did Cc1cc(C)c(S(=O)(=O)NCc2ccccn2)c(C)c1 do in these assays?
OX1R antag-1: 10; OX1R antag-2: -3; STK33 inh: -0.9

How did C=CC[C@H](CC(=O)OC(C)(C)C)C(=O)OC[C@H]1CCCN1C(=O)[C@H](CC=C)CC(=O)NCCO do in these assays?
OX1R antag-1: 7; OX1R antag-2: -10; STK33 inh: -1.3

Results for NS(=O)(=O)c1ccc(CCNC(=O)CNC(=O)c2ccc(Br)o2)cc1 ?
OX1R antag-1: 6; OX1R antag-2: 15; STK33 inh: -0.2

What do the screens show for `Cc1cc(C)nc(SCc2csc(N)n2)n1`?
OX1R antag-1: 28; OX1R antag-2: 7; STK33 inh: 0.1

How did O=C(CN(Cc1ccccc1)S(=O)(=O)c1ccc(F)cc1)NCc1cccnc1 do in these assays?
OX1R antag-1: -1; OX1R antag-2: -4; STK33 inh: -2.3

Results for Cn1c(=O)oc2cc(S(=O)(=O)NCCC(=O)N3CCN(c4ccccc4)CC3)ccc21 ?
OX1R antag-1: 18; OX1R antag-2: -6; STK33 inh: -1.2

Results for COc1ccc(C(NC(=O)c2cccnc2)c2cc(Cl)c3cccnc3c2O)cc1OC (stereo not given) ?
OX1R antag-1: 22; OX1R antag-2: -24; STK33 inh: -0.4

Results for Cc1cc(C)cc(OCC(O)CN2CCN(Cc3ccc4c(c3)OCO4)CC2)c1 (stereo not given) ?
OX1R antag-1: 24; OX1R antag-2: -32; STK33 inh: -0.1

How did COc1ccc(S(=O)(=O)NC2CCc3ccccc32)cc1OC (stereo not given) do in these assays?
OX1R antag-1: 19; OX1R antag-2: -23; STK33 inh: 11

What do the screens show for `COc1ccc(C(=O)Nc2oc(-c3ccccc3)c(-c3ccccc3)c2C#N)cc1`?
OX1R antag-1: 35; OX1R antag-2: 5; STK33 inh: -0.8

How did COc1cccc2c1nc(C)c1cc(C)oc12 do in these assays?
OX1R antag-1: 23; OX1R antag-2: -14; STK33 inh: 0.4

What do the screens show for `CCN(C(=O)COC(=O)c1cc(-c2ccc(C)o2)nc2ccccc12)C1CCS(=O)(=O)C1` (stereo not given)?
OX1R antag-1: 53; OX1R antag-2: -10; STK33 inh: 1.0

Results for CCC1=NN2C(=N)/C(=C\c3ccc(OCCOc4ccc(NC(C)=O)cc4)cc3)C(=O)N=C2S1 ?
OX1R antag-1: 13; OX1R antag-2: 2; STK33 inh: -0.8

How did O=C(O)c1ccccc1C(=O)N1CCN(c2ccccc2)CC1 do in these assays?
OX1R antag-1: 27; OX1R antag-2: -10; STK33 inh: -1.3

What do the screens show for `COc1ccc2[nH]c(C(=O)N3CCN(Cc4ccccc4)CC3)cc2c1OC`?
OX1R antag-1: 0; OX1R antag-2: -9; STK33 inh: -1.2

Results for COCc1nnc(NC(=O)CC(C)C)s1 ?
OX1R antag-1: 2; OX1R antag-2: 4; STK33 inh: -1.2

How did NC(=O)C(CC(=O)O)NC(=O)[C@@H]1CCOc2c(I)cc([N+](=O)[O-])cc2C(=O)N[C@@H](CO)C(=O)N[C@@H](Cc2ccc(O)cc2)C(=O)N1 (stereo not given in full) do in these assays?
OX1R antag-1: 51; OX1R antag-2: 1; STK33 inh: -1.9

How did O=C(NCc1ccccc1)C(c1ccco1)N(C(=O)c1cnccn1)c1ccc(F)cc1 (stereo not given) do in these assays?
OX1R antag-1: 10; OX1R antag-2: -13; STK33 inh: -1.6

Results for CN(Cc1ccco1)c1ncnc2ccc(-c3ccc4c(ccn4C)c3)cc12 ?
OX1R antag-1: 11; OX1R antag-2: 5; STK33 inh: 0.2

Results for CCCCCOC(=O)Nc1nnc(CCCCC)s1 ?
OX1R antag-1: 7; OX1R antag-2: -35; STK33 inh: -0.7

What do the screens show for `Cc1[nH]c(=O)[nH]c(=O)c1CSCC(=O)OCC(=O)Nc1ccccn1`?
OX1R antag-1: 2; OX1R antag-2: -4; STK33 inh: -0.9

How did CCCOP(=O)(c1ccc(N(C)C)cc1)C(O)c1ccc(N(C)C)cc1 (stereo not given) do in these assays?
OX1R antag-1: -5; OX1R antag-2: -16; STK33 inh: -1.5

Results for O=C(C1CC(=O)N(c2ccccc2)C1)N1CCC(c2nc3ccccc3[nH]2)CC1 (stereo not given) ?
OX1R antag-1: 10; OX1R antag-2: -29; STK33 inh: -1.2

What do the screens show for `Cc1ccc(S(=O)(=O)Cn2nnnc2C(C)N2CCN(C(=O)c3ccco3)CC2)cc1` (stereo not given)?
OX1R antag-1: 3; OX1R antag-2: -18

What do the screens show for `O=C(Cc1ccccc1)NC(=S)Nc1ccc2oc(-c3ccccc3F)nc2c1`?
OX1R antag-1: 13; OX1R antag-2: -9; STK33 inh: -0.7

Results for COC(=O)C(NC(=O)c1ccco1)(Nc1ccc(Br)cn1)C(F)(F)F (stereo not given) ?
OX1R antag-1: 6; OX1R antag-2: -25; STK33 inh: -0.2

What do the screens show for `Cc1ccc(Cn2nnc3c(=O)[nH]c(C4CCN(C(=O)Cc5cccs5)CC4)nc32)cc1`?
OX1R antag-1: 15; OX1R antag-2: -29; STK33 inh: -0.8

What do the screens show for `CC(=O)c1ccc(NC(=O)[C@@H]2CCCN2C2=NS(=O)(=O)c3ccccc32)cc1`?
OX1R antag-1: 0; OX1R antag-2: -9; STK33 inh: -0.3

What do the screens show for `CCOC(=O)c1ccc(NC(=O)C2=C(C)Nc3nc(CCCO)nn3C2c2ccc(OC)cc2)cc1` (stereo not given)?
OX1R antag-1: 17; OX1R antag-2: -37; STK33 inh: -0.4

Results for CC(=O)Oc1c(C)cc(O)c2ccccc12 ?
OX1R antag-1: 46; OX1R antag-2: 8; STK33 inh: -0.4

How did Cc1nc(C)c(CC(=O)N/N=C/c2ccc(O)cc2)c(=O)[nH]1 do in these assays?
OX1R antag-1: 5; OX1R antag-2: -8; STK33 inh: -1.6

Results for COc1ccc(C2=NOC(C(=O)Nc3cc(C)on3)C2)cc1 (stereo not given) ?
OX1R antag-1: 15; OX1R antag-2: 8; STK33 inh: -0.3

Results for CC(C)CN1CCC(=O)N([C@H](COc2ccccc2)c2ccccc2)CC1 ?
OX1R antag-1: 2; OX1R antag-2: -5; STK33 inh: -0.7

How did CCOCCCNC(=O)c1cn(C)c2ccc(S(=O)(=O)N3CCCCC3)cc2c1=O do in these assays?
OX1R antag-1: 7; OX1R antag-2: -22; STK33 inh: -0.7

How did N#C/C(=C/c1cn(-c2ccccc2)nc1-c1cccc(S(=O)(=O)N2CCOCC2)c1)C(=O)NCc1ccco1 do in these assays?
OX1R antag-1: 2; OX1R antag-2: -12; STK33 inh: -6.1

Results for CCCN1CCN(CCCNC(=O)c2ccc3nc(N4CCC(C)CC4)sc3c2)CC1 ?
OX1R antag-1: 21; OX1R antag-2: -28; STK33 inh: -0.8

Results for CCc1c(O)c(-c2ccccc2)c(=O)n(-c2ccccn2)c1-c1ccccc1 ?
OX1R antag-1: 7; OX1R antag-2: -14; STK33 inh: -1.2

Results for NC(=O)C1=C[C@@H](c2csc3ccccc23)C[C@@H](OCc2ccc(CO)cc2)O1 ?
OX1R antag-1: 12; OX1R antag-2: -2; STK33 inh: -0.3

How did O=C(CCCCCN1C(=O)c2ccccc2C1=O)Nc1ccc(F)cc1 do in these assays?
OX1R antag-1: 18; OX1R antag-2: -23; STK33 inh: -0.3

Results for Cc1ccccc1CSc1nc2n(n1)C(c1cccs1)C1=C(CCCC1=O)N2 (stereo not given) ?
OX1R antag-1: 39; OX1R antag-2: -31; STK33 inh: -1.1

How did CN(Cc1ccccc1F)C(=O)CNC(=O)Cc1cccc2ccccc12 do in these assays?
OX1R antag-1: 33; OX1R antag-2: -10; STK33 inh: -0.3

What do the screens show for `COc1cc(C2/C(=C(/O)c3ccc(F)cc3)C(=O)C(=O)N2CCCC(=O)O)ccc1O` (stereo not given)?
OX1R antag-1: 4; OX1R antag-2: -3; STK33 inh: -1.0

What do the screens show for `O=C(c1ccc([N+](=O)[O-])cc1)N(c1ccccn1)c1ccccn1`?
OX1R antag-1: 74*; OX1R antag-2: -11; STK33 inh: -0.9

How did COc1ccc(S(=O)(=O)N2CCCCCC2)cc1NC(=O)c1ccccc1S(C)(=O)=O do in these assays?
OX1R antag-1: 5; OX1R antag-2: -20; STK33 inh: -0.4

What do the screens show for `O=C(Cc1ccc(Br)cc1)N(Cc1ccccc1)c1ccccn1`?
OX1R antag-1: 35; OX1R antag-2: -46; STK33 inh: -0.1

Results for COc1ccc(NC(=O)COC(=O)[C@@H](NC(=O)c2c(F)cccc2F)C(C)C)cc1 ?
OX1R antag-1: 8; OX1R antag-2: -29; STK33 inh: 0.7

Results for Cc1ccc(NC(=O)c2ccc(C)cc2)cc1 ?
OX1R antag-1: 31; OX1R antag-2: -2; STK33 inh: 0.5

What do the screens show for `CCOc1ccccc1-n1c(SCC(N)=O)nnc1-c1ccco1`?
OX1R antag-1: 1; OX1R antag-2: 2; STK33 inh: -1.8

Results for CC1CC(C)CN(C(=O)CCNC(=O)Cn2cnc3ccccc3c2=O)C1 (stereo not given) ?
OX1R antag-1: 11; OX1R antag-2: -12; STK33 inh: 0.3

Results for Cc1c(OC(C)C(=O)NCCCN2CCOCC2)ccc2c3c(c(=O)oc12)CCCC3 (stereo not given) ?
OX1R antag-1: 12; OX1R antag-2: -12; STK33 inh: -1.5

What do the screens show for `CCCCNS(=O)(=O)c1ccc2nc(-c3cccnc3)cc(C(=O)NC(C)CC)c2c1` (stereo not given)?
OX1R antag-1: 9; OX1R antag-2: -9; STK33 inh: -2.3

How did Cc1ccc(CCNC(=O)CS(=O)Cc2nc(-c3ccccc3Cl)oc2C)cc1 (stereo not given) do in these assays?
OX1R antag-1: 25; OX1R antag-2: -43; STK33 inh: -0.1

6 entries picked at random from the list so far:
What do the screens show for `CCCCNS(=O)(=O)c1ccc2nc(-c3cccnc3)cc(C(=O)NC(C)CC)c2c1` (stereo not given)?
OX1R antag-1: 9; OX1R antag-2: -9; STK33 inh: -2.3

Results for COc1ccc(NC(=O)COC(=O)[C@@H](NC(=O)c2c(F)cccc2F)C(C)C)cc1 ?
OX1R antag-1: 8; OX1R antag-2: -29; STK33 inh: 0.7

How did COc1ccc(S(=O)(=O)N2CCCCCC2)cc1NC(=O)c1ccccc1S(C)(=O)=O do in these assays?
OX1R antag-1: 5; OX1R antag-2: -20; STK33 inh: -0.4

What do the screens show for `O=C(Cc1ccc(Br)cc1)N(Cc1ccccc1)c1ccccn1`?
OX1R antag-1: 35; OX1R antag-2: -46; STK33 inh: -0.1

What do the screens show for `COc1cc(C2/C(=C(/O)c3ccc(F)cc3)C(=O)C(=O)N2CCCC(=O)O)ccc1O` (stereo not given)?
OX1R antag-1: 4; OX1R antag-2: -3; STK33 inh: -1.0

Results for Cc1c(OC(C)C(=O)NCCCN2CCOCC2)ccc2c3c(c(=O)oc12)CCCC3 (stereo not given) ?
OX1R antag-1: 12; OX1R antag-2: -12; STK33 inh: -1.5
